Screens from PubChem BioAssay.
LYP inhibition – inhibitors of LYP phosphatase, biochemical, fluorescence intensity, uHTS (AID 1779); recombinant LYP phosphatase, fluorescence intensity; higher % means a stronger effect; inhibition, % at 11.5 µM, or IC50 in µM where a hit was titrated; 290,000 tested, 0.054% active;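 also: plate controls were vehicle with enzyme for no effect and no enzyme for full effect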
SIAH1 antagonists – blockers of Siah-1 interaction with plectin peptide – biochemical, fluorescence polarization, rhodamine-plectin, uHTS, primary screen (AID 1817) | Siah-1 / rhodamine-plectin peptide fluorescence polarization; higher % means a stronger effect | one-dose displacement, % at 20 µM; IC50 in µM for titrated hits | 290,000 tested, 0.02% active;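 active = displacement of at least 50% at 20 µM, with a fluorescence ratio check between 0.3 and a set limit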;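 also: plate controls were Siah plus tracer with DMSO for no effect and tracer alone without Siah for full effect; strong numbers were not always called active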
human PMI inhibitors – MPI inhibition at elevated mannose 6-phosphate – biochemical, fluorescence intensity, high mannose 6-phosphate, primary screen (AID 1220). recombinant PMI enzyme, coupled fluorescence intensity; higher % means a stronger effect. inhibition, % at 20 µM; hits with a dose series show IC50 in µM. 190,000 tested, 0.66% active
XIAP antagonists – small molecules displacing peptide from XIAP – biochemical, IAP family, fluorescence polarization (AID 1018) | XIAP BIR domain, fluorescence polarization peptide displacement; higher % means a stronger effect | 200,000 tested, 0.007% active | displacement, % at 20 µM; hits with a dose series show IC50 in µM; in the data active = displacement above about 50%; also: a part of the inactive calls stands beside numbers as strong as those of hits
AID2073 – disruptors of CaV2.2 binding to Mint1 – biochemical, HTRF (AID 2073). 290,000 tested, 0.19% active. one-dose inhibition, % at 20 µM; IC50 in µM for titrated hits. HTRF protein-protein interaction, Mint1-CaV2.2; higher % means a stronger effect; in the data active = inhibition mostly above about 51%, no sharp cut-off; also: some results filed as inactive read as strong as hits
human PMI inhibition – inhibitors of human PMI, primary screen, biochemical, fluorescence intensity, coupled assay (AID 1209) | one-dose inhibition, % at 20 µM; IC50 in µM for titrated hits | 190,000 tested, 0.42% active | purified PMI enzyme, coupled fluorescence intensity; higher % means a stronger effect;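 also: plate controls were DMSO vehicle for no effect and wells lacking substrate for full effect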
Dynein transport – dynein cargo transport inhibition; 3617.4 mouse cells, GR-EGFP nuclear translocation imaging; test concentration mostly 20 µM; stimulated with dexamethasone, 1 µM; hits give low values; AID 1381; z-score, hits read low; 220,000 tested, 0.47% active;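 active = plate z-score of nuclear minus cytoplasmic receptor signal below a set negative limit, without overly bright fluorescence or cell loss, cut at about -3.5 in these data, passing the limit was not always enough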;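 also: z-score of nuclear minus cytoplasmic ring GR-EGFP intensity difference per well; some compounds called inactive have numbers as strong as hits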
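medium = tetracycline-free induction medium containing charcoal-stripped FBS | probe or stimulus = dexamethasone, 1.0 µM final | timing = 48 h induction, then 1 h compound, then 30 min agonist, 37 °C | detection = automated 10x imaging of fixed Hoechst-stained cells | read-out basis = nuclear versus cytoplasmic GR-EGFP signal, averaged per well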
P. falciparum M1AAP – malaria alanyl aminopeptidase activity blockers – biochemical, fluorogenic H-Leu-NHMec substrate, 1536-well (AID 1445); recombinant M1AAP, H-Leu-NHMec fluorogenic kinetic assay; higher % means a stronger effect; one-dose inhibition, % at 30 µM; IC50 in µM for titrated hits; 220,000 tested, 0.42% active;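 active = primary inhibition above the hit cutoff, then over 50% inhibition at one or more dose response concentrations, cut at about 23% in these data, passing the limit was not always enough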;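 also: plate controls were DMSO full reaction for no effect and no enzyme background for full effect; strong numbers were not always called active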
M17LAP inhibition – P. falciparum M17LAP inhibitors, primary screen, biochemical, fluorogenic H-Leu-NHMec substrate, 1536-well (AID 1619) | recombinant M17LAP, H-Leu-NHMec fluorogenic kinetic assay; higher % means a stronger effect | inhibition, % at 30 µM; hits with a dose series show IC50 in µM | 220,000 tested, 0.38% active;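 active = compound inhibiting the enzyme by more than half at any dose during confirmatory dose-response retesting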;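 also: plate controls were full reaction with DMSO carrier for no effect and no enzyme background for full effect; strong numbers were not always called active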
Dynein transport cytoplasmic EGFP – recorded beside Dynein transport, whose call it bears; z-score; measured here: cytoplasmic GR-EGFP intensity; hits give high values
Dynein transport nuclear GR-EGFP – recorded beside Dynein transport, whose call it bears; z-score; measured here: nuclear GR-EGFP intensity;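 lower value marks the stronger effect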
Dynein transport cell count – second read-out of Dynein transport, no call of its own (marks repeat the call); z-score; measured here: cell count per field
The depositor's hits bear a star; · = not tested or not shown. Rule as the data show it, unless noted: active = inhibition above about 50%; inactive = the rest.

Compound	LYP inhibition	SIAH1 antagonists	human PMI inhibitors	XIAP antagonists	AID2073	human PMI inhibition	Dynein transport	Dynein transport cytoplasmic EGFP	Dynein transport nuclear GR-EGFP	Dynein transport cell count	P. falciparum M1AAP	M17LAP inhibition
C=C1CCN([C@@H](C)C(=O)OCc2ccc(C)cc2)S(=O)(=O)c2ccccc21	-9%	1%	·	·	3%	·	-1.2	-0.79	-0.51	0.53	1%	0%
O=C(c1ccncc1)N1CCN(C(=O)c2ccco2)CC1	-7%	4%	10%	1.5%	2%	9%	-1	-0.13	-0.52	0.15	0%	5%
Cc1ccc(S(=O)(=O)NC(=O)NCc2ccc(Cl)cc2)cc1	-2%	3%	-8%	-4.0%	-2%	-4%	-0.15	-0.26	-0.11	0.11	0%	33%
Cc1ccc(C)c(NC(=O)CN(C)C(=O)c2nn(C)c(=O)c3ccccc23)c1	1%	2%	-10%	-2.2%	5%	-11%	2	-0.36	0.83	-1.6	-6%	2%
CCCC(c1nnnn1C1CCCC1)N1CCN(C(=O)c2ccco2)CC1 (stereo unspecified)	-7%	8%	-5%	0.2%	-7%	-5%	-0.56	-0.22	-0.38	0.51	3%	4%
CCOC(=O)C1CCN(c2ncnc3c2cnn3-c2ccccc2)CC1	-7%	5%	9%	-1.1%	8%	6%	0.68	-0.18	0.22	-0.22	-1%	7%
CCCC(=O)C1=C(O)C(C(=O)OC)C(C)(C)CC1=NCCc1ccc(OC)c(OC)c1 (stereo unspecified)	-7%	-2%	15%	-7.1%	-14%	8%	-0.42	-0.36	-0.15	0.92	-5%	5%
COC(=O)C1CCN(c2cc(Cl)nc(N)n2)CC1	1%	-2%	1%	-2.3%	4%	-5%	0.14	-0.32	-0.28	-0.56	2%	-8%
O=S(=O)(c1cccc(-c2nnc(-c3cccnc3)o2)c1)N1CCCCC1	-4%	9%	-5%	-8.7%	0%	-3%	0.021	-0.27	-0.043	0.83	8%	9%
O=C(O)COc1ccc(/C=N/NC(=O)C2CCCN2S(=O)(=O)c2ccc(Cl)cc2)cc1 (stereo unspecified)	-5%	0%	-4%	-6.1%	-4%	-5%	-0.077	-0.12	0.033	-0.14	9%	-2%
CCOC(=O)C(NCc1ccccc1)(NC(=O)c1ccccc1)C(F)(F)F (stereo unspecified)	-5%	3%	1%	-2.6%	-1%	9%	1.5	-0.26	0.6	-0.55	4%	3%
COc1cc(CNc2ccc(CNc3ncn[nH]3)cc2)ccc1OCc1ccccc1	-5%	-1%	19%	-2.5%	-1%	23%	0.067	-0.24	-0.07	0.21	-6%	5%
O=C(CNC(=O)Cc1ccccc1)NCC(=O)OCC(=O)c1ccc(F)cc1	-6%	0%	12%	-6.2%	-2%	10%	-0.52	-0.29	-0.27	0.8	-4%	2%
COc1ccc(OC)c(C(c2nnnn2CC2CCCO2)N2CCN(C3CCCC3)CC2)c1 (stereo unspecified)	-7%	2%	4%	-4.5%	0%	3%	0.99	-0.33	0.87	-0.18	-8%	4%
COc1ccc(S(=O)(=O)n2ccc(C)n2)cc1C	-8%	7%	2%	-21%	-4%	-1%	0.73	-0.15	0.52	0.075	3%	3%
CCCCN(C(=O)CSc1nnc(-c2ccc(OC)cc2)n1C(C)C)c1c(N)n(Cc2ccccc2)c(=O)[nH]c1=O	0%	1%	-2%	-2.8%	-3%	11%	-0.31	-0.24	-0.22	-0.51	2%	8%
CC(=O)N1CCN(CC(=O)Nc2ccc(SC(F)F)cc2)CC1	-4%	6%	-5%	-8.5%	-1%	9%	0.54	-0.092	0.25	-1.1	6%	-9%
CC1(C)c2ccccc2N2CC(=O)N[C@@]21/C=C/C=C/c1ccccc1	9%	4%	·	·	6%	·	-0.89	-0.26	0.32	0.56	5%	9%
O=C(/C=C/c1ccccc1)OCc1cncs1	-9%	6%	-4%	-4.8%	6%	-1%	-0.89	-0.15	-0.37	0.95	-3%	-2%
COC(=O)COc1ccccc1/C=C1/NC(=O)NC1=O	-7%	14%	-3%	-2.8%	-2%	-3%	-0.34	-0.23	-0.1	0.22	2%	24%
S=c1[nH]nc(Cc2cccs2)n1-c1ccccc1	0%	2%	-4%	-4.0%	-13%	-8%	0.74	-0.17	0.05	0.004	-2%	-10%
O=C(COC(=O)c1c2c(nc3ccccc13)/C(=C/c1cccc([N+](=O)[O-])c1)CCC2)NC1CCS(=O)(=O)C1 (stereo unspecified)	8%	18%	16%	-10%	16%	22%	-0.72	-0.31	-0.67	0.52	4%	10%
CCOC(=O)c1sc(Nc2ccc(Br)cc2)nc1C	-2%	0%	·	·	-1%	·	-0.42	-0.29	-0.61	1.4	1%	-5%
Cc1ccc(Cl)c(OCC(O)CN(CCO)CCO)c1 (stereo unspecified)	-7%	-2%	13%	-2.8%	2%	7%	-0.3	-0.23	0.0051	0.46	-3%	1%
NC(=O)c1ccc(-n2c(CCC(=O)O)ccc2-c2cccs2)cc1	4%	-2%	9%	-0.5%	48%	-9%	-0.26	-0.31	-0.17	0.87	4%	12%
CCCCC1C2=C(CCCC2=O)OC2=C1C(=O)CCC2	-3%	6%	-1%	-2.4%	3%	2%	3.8	-0.079	1.7	-1.1	7%	21%
CCc1ccccc1NC(=O)CN(C)C(=O)CN1C(=O)NC2(CCCCCC2)C1=O	-6%	2%	-10%	-6.6%	0%	-1%	-0.22	-0.35	-0.17	-0.32	0%	5%
CCOc1ccc(CNCc2cccnc2)cc1	-4%	-2%	1%	-5.5%	2%	6%	-0.19	-0.2	-0.35	-0.099	0%	15%
COc1ccc([C@H]2[C@@H]3C=CCC[C@@]3(C)C(=O)N2Cc2ccccc2)cc1Cl	0%	5%	·	·	-3%	·	-0.84	-0.67	-0.23	-0.51	11%	10%
CS(=O)(=O)N(CC(=O)N1CCN(c2cccc(Cl)c2)CC1)c1ccccc1	-5%	4%	10%	-5.7%	-2%	14%	-0.47	-0.23	-0.2	1.1	0%	-6%
O=C(c1ccc(C23CC4CC(CC(C4)C2)C3)o1)N1CCOCC1	-4%	5%	3%	1.2%	-5%	1%	-1.3	-0.28	-0.66	-0.23	-2%	6%
CCC(=O)N1CCN(c2ccc(Cl)cc2NC(=O)Cc2ccc(Cl)cc2)CC1	-5%	-2%	-2%	-4.3%	-6%	7%	1.2	-0.46	0.37	-0.082	8%	-2%
CCCn1nnc(NC(=O)COc2cc(C)ccc2C(C)C)n1	6%	-2%	3%	-1.2%	2%	4%	0.32	-0.23	0.35	1	5%	-6%
CCc1cc2c(SCC(=O)Nc3ncc(Cl)c(C)c3Cl)ncnc2s1	1%	3%	15%	-3.5%	4%	14%	0.2	-0.23	-0.1	0.39	2%	6%
CCOC(=O)C1=C(N)Oc2c(oc(CO)cc2=O)C1c1ccc(F)c(F)c1 (stereo unspecified)	-3%	-1%	1%	-3.7%	4%	-6%	1.6	-0.13	1.3	-1.8	·	·
Cc1nnsc1C(=O)N1CCN(c2cc(C(F)(F)F)ccn2)CC1	2%	1%	·	·	7%	·	1.3	-0.21	0.59	-0.66	7%	0%
C=CCN(Cc1nc(-c2cc(OC)c3c(c2)OCO3)oc1C)C1CCS(=O)(=O)C1 (stereo unspecified)	-8%	9%	2%	-1.4%	-5%	8%	-1.1	-0.14	-0.62	-0.71	-1%	10%
O=C(NCC1CCCO1)c1onc(CSc2ccccc2F)c1C(=O)O (stereo unspecified)	-12%	2%	-8%	-3.0%	3%	0%	-0.18	-0.19	-0.74	-0.011	-3%	10%
O=C(NCCOc1nc(N2CCCCC2)nc(N2CCOCC2)n1)Nc1ccccc1	-12%	-8%	-12%	-4.8%	27%	-8%	-0.29	0.048	0.23	-0.85	2%	6%
CCOc1ccc(C(=O)NCC2OCCc3ccccc32)cc1 (stereo unspecified)	-2%	1%	12%	-9.1%	-2%	9%	1.5	-0.22	1.4	-1.8	-1%	6%
Cn1c(=O)oc2cc(S(=O)(=O)NCc3ccncc3)ccc21	-2%	6%	3%	-4.4%	7%	-2%	0.11	0.9	0.9	-0.55	4%	-12%
COCCNC(=O)C/C(C)=N/NC(=O)C(=O)NC1CCCCC1	-11%	11%	-1%	-3.9%	-6%	-7%	0.48	-0.049	0.21	-2.1	10%	9%
CC(=O)c1cnn(-c2ccccc2)c1C	6%	4%	-11%	-6.3%	1%	-16%	0.52	-0.27	0.18	0.83	0%	-15%
O=C(O)c1cc(C2CC2)nn1-c1ccccc1	-11%	3%	-10%	-4.8%	7%	-10%	-0.18	-0.23	0.29	-0.14	-1%	11%
CCCC(c1nnnn1CCOC)N(Cc1cc2cc(C)c(C)cc2[nH]c1=O)CC1CCCO1 (stereo unspecified)	-3%	0%	-62%	0.3%	21%	-12%	-1	-0.18	-1	0.31	12%	3%
CCCCOc1ccc(Nc2cc(Cl)ccc2C(=O)O)cn1	-1%	6%	·	·	17%	·	0.58	-0.2	0.91	-0.21	7%	10%
CC(C)[C@@H](N)C(=O)N/N=C/c1ccc2nccnc2c1	-6%	10%	·	·	0%	·	-0.9	-0.2	-0.14	1.1	8%	13%

3 entries already listed, sorted by their value in human PMI inhibitors, lowest first:
Compound	LYP inhibition	SIAH1 antagonists	human PMI inhibitors	XIAP antagonists	AID2073	human PMI inhibition	Dynein transport	Dynein transport cytoplasmic EGFP	Dynein transport nuclear GR-EGFP	Dynein transport cell count	P. falciparum M1AAP	M17LAP inhibition
CCCC(c1nnnn1CCOC)N(Cc1cc2cc(C)c(C)cc2[nH]c1=O)CC1CCCO1 (stereo unspecified)	-3%	0%	-62%	0.3%	21%	-12%	-1	-0.18	-1	0.31	12%	3%
COCCNC(=O)C/C(C)=N/NC(=O)C(=O)NC1CCCCC1	-11%	11%	-1%	-3.9%	-6%	-7%	0.48	-0.049	0.21	-2.1	10%	9%
CCc1cc2c(SCC(=O)Nc3ncc(Cl)c(C)c3Cl)ncnc2s1	1%	3%	15%	-3.5%	4%	14%	0.2	-0.23	-0.1	0.39	2%	6%
